# Screening results (PubChem BioAssay)
# HttQ103 aggreg: qHTS Multiplex Assay to Identify Dual Action Probes in a Cell Model of Huntington: Aggregate Formation (GFP); PC12 HttQ103-GFP aggregates, Acumen cytometry, 40 h; Potency, µM (series often up to 46.1 µM), inactives show at the top dose activity change, negative = inhibition, hits mostly inhibitors; AID 1688, 2009; 220,000 compounds, 1.1% hits; also: potency is read from the fitted curve at half-maximal effect; % is scaled to controls: 0 for no effect and ±100 for the full control effect; nearly all actives have a fitted effect of over 60% in size
#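 Quantitative HTS on tebufenozide-induced (100 nM) PC12 cells stably expressing polyQ103 Huntingtin exon 1–GFP. Reduction of bright GFP aggregates, detected by laser scanning cytometry after lysis, identified actives across the titration.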
# Epigenetic derep: Quantitative High-Throughput Screen for Regulators of Epigenetic Control. murine LDR cells, GFP reporter derepression, 30 h. Potency, µM (top dose mostly 53.9 µM), without a hit: top-dose GFP activation, most hits filed as activators. 280,000 compounds, 0.2% hits. AID 1865, 2009; also: potency is read from the fitted curve at half-maximal effect; % of control where 0% means no effect; nearly all actives have a fitted effect of over 60% in size
#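 Reporter derepression read as number of fluorescent GFP-positive objects, 20-120 um in size, counted by laser-scanning cytometer. Mouse LDR line with an epigenetically silenced CMV-GFP locus; compound incubation 30 h, 37 C.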
# L3MBTL1 block: qHTS Assay for the Inhibitors of L3MBTL1. Potency, µM (highest dose often 57.1 µM), for the others: top-dose activity, negative = inhibition, actives largely listed as inhibitors. AlphaScreen L3MBTL1–H3K9me1 peptide binding. Lethal(3)malignant brain tumor-like protein 1 (Homo sapiens), Q9Y468. 230,000 compounds, 0.66% hits. AID 485360, 2010; also: potency is read from the fitted curve at half-maximal effect; % is scaled to controls: 0 for no effect and ±100 for the full control effect; nearly all actives have a fitted effect of over 60% in size
#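 AlphaScreen proximity signal between nickel-chelate acceptor and streptavidin donor beads (final 10 ug/mL) reports binding of 50 nM L3MBTL1 to 75 nM biotin-H3 K9me1 peptide; complex incubated with compounds 30 min at room temperature; cefsulodin titration as control.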
# CBFb RUNX1 block: qHTS Assay for Compounds Blocking the Interaction Between CBF-beta and RUNX1 for the Treatment of Acute Myeloid Leukemia; AlphaScreen CBFb-His/RUNX1-biotin binding, biochemical; Runt-related transcription factor 1 (Homo sapiens) + Core-binding factor subunit beta …; AID 1477, 2009; 230,000 tested, under 10 active; Potency, µM (titrated, usually from 59.8 µM), for inactives: at the highest dose activity, negative = inhibition, actives largely listed as inhibitors; also: % of control where 0% means no effect
# Target sequence (Q01196 whole entry, looked up): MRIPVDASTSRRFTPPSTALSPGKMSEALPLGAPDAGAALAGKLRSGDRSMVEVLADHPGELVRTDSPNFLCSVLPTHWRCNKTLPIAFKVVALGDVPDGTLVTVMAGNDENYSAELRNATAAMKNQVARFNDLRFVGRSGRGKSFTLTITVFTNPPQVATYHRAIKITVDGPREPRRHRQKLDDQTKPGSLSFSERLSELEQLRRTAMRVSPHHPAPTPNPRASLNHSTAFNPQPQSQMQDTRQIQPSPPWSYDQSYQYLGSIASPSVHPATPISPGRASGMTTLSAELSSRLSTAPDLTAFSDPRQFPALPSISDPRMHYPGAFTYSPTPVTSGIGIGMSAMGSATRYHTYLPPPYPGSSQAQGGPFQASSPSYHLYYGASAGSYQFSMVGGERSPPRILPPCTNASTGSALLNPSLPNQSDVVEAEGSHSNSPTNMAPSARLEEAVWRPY
# Target sequence (Q13951 whole entry, looked up): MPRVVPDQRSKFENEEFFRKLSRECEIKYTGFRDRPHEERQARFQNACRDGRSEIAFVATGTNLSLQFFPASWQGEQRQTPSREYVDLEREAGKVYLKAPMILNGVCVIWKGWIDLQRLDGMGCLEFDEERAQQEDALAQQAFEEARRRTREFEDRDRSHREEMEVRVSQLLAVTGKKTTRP
#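 Interaction loss through any mechanism counts as activity. Pre-formed complex of His-CBF-beta and biotin-RUNX1 (30 nM apiece) is incubated with compound 15 min, then with 50 ng nickel and 50 ng streptavidin beads for 90 min before AlphaScreen detection.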
# Luc counter: Counterscreen for Luciferase (Kinase-Glo TM) Inhibition. Luciferin 4-monooxygenase (Photuris pensylvanica), Q27757. Potency, µM (highest dose often 38.3 µM), inactives show top-dose activity change, negative = inhibition, usual class: inhibitors. 200,000 compounds, 0.28% hits. Kinase-Glo luciferase, ATP luminescence, 8 min; also: potency is read from the fitted curve at half-maximal effect; % is scaled to controls: 0 for no effect and ±100 for the full control effect; nearly all actives have a fitted effect of over 60% in size
#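 Substrate mix (final 50 mM imidazole pH 7.2, 50 mM KCl, 7 mM MgCl2, 10 uM ATP, 0.01% Tween 20, 0.05% BSA) plus pin-tool compound, then Kinase-Glo detection mix; 8 min ambient, luminescence read.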
# NPSR antag: qHTS Assay for Antagonists of the Neuropeptide S Receptor: cAMP Signal Transduction; CHO-NPSR cells, cAMP TR-FRET, antagonist mode; AID 1461, 2008; Potency, µM (top dose mostly 38.3 µM), for inactives: at the top dose activity change, negative = inhibition, actives largely listed as inhibitors; 220,000 compounds, 1% hits; Q6W5P4; also: potency is read from the fitted curve at half-maximal effect; % is scaled to controls: 0 for no effect and ±100 for the full control effect; nearly all actives have a fitted effect of over 50% in size; many of its hits are not listed in these tables
# Target sequence (Q6W5P4 whole entry, looked up): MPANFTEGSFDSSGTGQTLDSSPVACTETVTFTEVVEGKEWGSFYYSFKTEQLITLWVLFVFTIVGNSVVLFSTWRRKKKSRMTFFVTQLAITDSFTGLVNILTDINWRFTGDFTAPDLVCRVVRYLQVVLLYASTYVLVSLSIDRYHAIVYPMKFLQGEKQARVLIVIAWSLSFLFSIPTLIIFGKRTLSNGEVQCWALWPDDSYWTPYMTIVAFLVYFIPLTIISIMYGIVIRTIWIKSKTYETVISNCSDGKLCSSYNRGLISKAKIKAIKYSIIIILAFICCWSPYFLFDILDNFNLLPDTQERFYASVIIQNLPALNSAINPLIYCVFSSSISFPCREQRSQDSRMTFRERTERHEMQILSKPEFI
# IMPase Li cell: qHTS Assay for Identifying the Cell-Membrane Permeable IMPase Inhibitors: Potentiation with Lithium; CHO-M1 cells, IP1 TR-FRET (IP-One), carbachol + lithium; Potency, µM (highest dose often 59.4 µM), for inactives: at the top dose activity, negative = IMPase inhibition, usual class: inhibitors; 210,000 compounds, 0.35% hits;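 also: IP1 builds up when IMPase is blocked and the TR-FRET signal falls; potency is read from the fitted curve at half-maximal effect; plate controls were basal vehicle for no effect and high inhibitor control for full effect; nearly all actives have a fitted effect of over 50% in size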
#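 Concentration–response in CHO-M1 cells, lithium-potentiated; 30 min at 37C. IP1 detected by competitive TR-FRET after 10 min lysis at RT. Hill-fitted AC50.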
# An asterisk follows results filed as active; ? = inconclusive; nt = not tested or not shown; [ ] = dose if it differs, or a comment. Calls follow the shape of the dose curve; as a rule, active = well fitted curve in the direction sought with a large enough effect; inconclusive = small, poorly fitted or top-dose-only effect, or another doubt; inactive = no such curve, though single readings can be large; an effect the other way counts as inactive or inconclusive.
SMILES,HttQ103 aggreg,Epigenetic derep,L3MBTL1 block,CBFb RUNX1 block,Luc counter,NPSR antag,IMPase Li cell
COc1ccc(C(CC(=O)O)NC(C)=O)cc1OC (stereo unspecified),?,-1.1%,11%,5%,-6%,3%[46.1 µM],-4%[38.3 µM]
CCOC(=O)c1cn(CC)c2cc(N3CCSCC3)c(F)cc2c1=O,15%,-2.1%,nt,9%,-1%,-16%[46.1 µM],10%[38.3 µM]
Cc1ccc(Oc2nc3c(c(=O)n(C)c(=O)n3C)n2C)cc1C,?,-4.5%,-2%,5%,0%,-11%,-5%
CC(=O)Nc1sc2c(c1C(c1ccncc1)N1CCOCC1)CCCC2 (stereo unspecified),7%,-1.9%,-6%,-4%,3%,2%,2%
CN(C)S(=O)(=O)c1ccc2c(c1)c(=O)c(C(=O)N1CCOCC1)cn2C,-6%,0.7%,1%,2%,-2%,9%[46.1 µM],-3%[38.3 µM]
COC(=O)[C@@]1(Cc2ccc(OC)cc2)[C@H]2c3cc(C(=O)N4CCCC4)n(CCN4CNCC4=O)c3C[C@H]2CN1C(=O)c1ccccc1,nt,-1.3%,nt,28%,-4%,nt,-14%
CCOC(=O)C(=O)N/N=C/c1ccc(F)cc1,3%[9.22 µM],0.5%,4%,7%,nt,11%,nt
COc1ccc(NC(=O)c2ccccc2SC)cc1OC,1%,2.1%,nt,-2%,-5%,-13%[46.1 µM],28%[38.3 µM]
COc1ccc(Br)cc1S(=O)(=O)Nc1ncccc1C,-7%[9.22 µM],-0.8%,13%,-2%,1%,-9%,2%
CC(=O)Nc1ccc(OCC(O)Cn2c(C(C)C)nc3ccccc32)cc1 (stereo unspecified),nt,-1.1%,3%,3%,0%,2%,-1%
Cc1c(C(=O)N(C)Cc2ccccc2)oc2ccc(S(=O)(=O)N3CCCC3)cc12,11µM*,-1.9%,-8%,10%,-1%,?,-2%[38.3 µM]
COc1ccccc1C(=O)NC(=O)Nc1nc(-c2ccccc2)cc(C(F)(F)F)n1,-9%[9.22 µM],3.1%,nt,17%,nt,-9%,nt
COCCn1c(-c2cccc([N+](=O)[O-])c2)nc2c1c(=O)[nH]c(=O)n2Cc1ccccc1,11%,0.0%,-5%,-23%,-2%,6%,2%
Cc1ccc(C2=Nc3c(ccc4ccccc34)C(c3ccncc3)=NN2)cc1,1%[9.22 µM],3.3%,-17%,?,-1%,?,12%
CCSc1nnc(NC(=O)CSc2nc3c(c(=O)n2CC)SC(C)C3)s1 (stereo unspecified),13µM*,0.9%,17%,-1%,2%,-5%[46.1 µM],10%[38.3 µM]
CC(=O)NO,-2%,1.1%,nt,0%,-3%,nt,4%
CCOC(=O)[C@H]1CCC[C@@H](NS(=O)(=O)c2ccc(NC(C)=O)cc2)C1,-25%,-0.7%,7%,-3%,3%,-1%[46.1 µM],-4%[38.3 µM]
CCOc1ccc(NC(=O)CCC(=O)NNC(=O)c2ccco2)cc1,24%,-2.2%,13%,3%,1%,15%,0%
O=C(Nc1ccc(O)c(-c2nc3ccccc3s2)c1)c1cc(=O)c2ccccc2o1,-2%,1.0%,0%,3%,1%,-7%,-2%
O=C(Nc1nncs1)c1cccc(S(=O)(=O)N2CCCC2)c1,-15%,0.0%,5%[11.4 µM],13%,-1%,-6%[46.1 µM],20%[38.3 µM]
Cc1cc(C)c(S(=O)(=O)Nc2ccc3[nH]c(=O)[nH]c3c2)c(C)c1,-13%,-0.1%,4%,-18%,-1%,2%,8%
CN(C(=S)NC1=CCS(=O)(=O)C1)C1CCCCC1,21%,1.4%,nt,4%,-1%,3%[46.1 µM],16%[38.3 µM]
COCCNC(=O)Cn1nc(C)c2ccccc2c1=O,5%,1.5%,26%,4%,1%,-3%[46.1 µM],-11%[38.3 µM]
CCC(=O)Nc1cc(C(F)(F)F)ccc1N1CCCC1,1%[9.22 µM],-1.1%,9%,-5%,1%,9%,5%
COc1nc(OC)nc(Oc2ccc(Cl)cc2[N+](=O)[O-])n1,14%,-1.0%,-4%,-8%,1%,6%,-1%
CCOc1ccc(NC(=O)c2nn(-c3ccc(OC)cc3OC)c(=O)c3ccccc23)cc1,5%,9.9%,27%,-5%,1%,-33%,?
COc1ccc(-c2nc(=S)n3ccsc3n2)cc1OC,9%,0.9%,-1%,2%,2%,4%,2%
Cc1cccc(N/C=C/c2onc(C)c2[N+](=O)[O-])c1,0%,4.3%,nt,0%,-1%,-23%[46.1 µM],4%[38.3 µM]
CC1(C)CC(=O)C(C=Nc2ccccc2C(=O)O)=C(O)C1,12%,5.7%,0%,10%,-4%,-2%[46.1 µM],1%[38.3 µM]
COc1ccc(C(=O)/C=C/C(=O)N(CC(=O)NC2CCCCC2)Cc2ccccc2)c(O)c1,?,3.3%,5%,-1%,0%,?,29%
C/C=C/c1ccc(Oc2nnnn2-c2ccc(C(N)=O)cc2)c(OC)c1,11%,-0.8%,12%,-2%,1%,-14%[46.1 µM],16%[38.3 µM]
O=C(c1ccccc1)C1C(=O)c2ccccc2C1=O,?,?,-10%,-6%,-4%,-11%[46.1 µM],1%[38.3 µM]
CC(C)C(=O)N1CCN(c2ccc(NC(=O)c3ccc([N+](=O)[O-])o3)cc2)CC1,4%[9.22 µM],-1.0%,2%,18%,-2%,?,27%
CCCCNc1nc(-c2ccccc2)nc(-n2ccnc2)n1,-8%,3.2%,nt,-2%,-3%,-5%[46.1 µM],-11%[38.3 µM]
CCN1CCN(C(=S)Nc2ccc3nc(N4CCN(CC)CC4)cc(C)c3c2)CC1,0%,0.0%,-8%,5%,0%,14%,18%
O=C(CN1C(=O)NC2(CCCC2)C1=O)NCC1CCCO1 (stereo unspecified),7%,-3.2%,0%,3%,1%,15%,-1%
Cc1cccc(NC(=O)N2CCC(NC(=O)c3ccco3)CC2)c1,-8%[9.22 µM],-4.2%,?,-2%,-9%,-4%,9%
NC(=O)C1CCN(C(=O)c2ccc(-c3ccccc3)cc2)CC1,-9%,-1.0%,nt,2%,-3%,-2%[46.1 µM],1%[38.3 µM]
Cc1ccccc1-c1noc(N)c1C#N,-13%,1.6%,3%,11%,-1%,-13%[46.1 µM],7%[38.3 µM]
O=C(NCc1ccco1)c1ccc(N2CCCCC2)c([N+](=O)[O-])c1,-8%,0.0%,-22%,?,-4%,-19%,17%
O=C(NNC(=O)c1ccccc1-c1ccccc1C(=O)O)c1cccc([N+](=O)[O-])c1,-15%,0.0%,11%,-3%,-2%,11%,3%
O=C(Nc1ccc(CN2CCOCC2)cc1)c1cccc(F)c1,7%,0.0%,0%,10%,1%,22%[46.1 µM],6%
CC(C)[C@H]1CN=C2N(C[C@H](C)NC(=O)CCC3CCCCC3)[C@H](Cc3ccc(O)cc3)CN21,-13%[9.22 µM],1.1%,nt,3%,nt,-2%,nt
COCCCNC(=O)Cn1cc(C(=O)C2CC2)c2ccccc21,6%,-0.9%,6%,1%,-4%,-18%[46.1 µM],7%[38.3 µM]
Cc1cc(C(=O)NNC(=S)NCC(C)C)no1,21%,1.8%,9%,0%,0%,1%[46.1 µM],2%[38.3 µM]
O=C(NNC1=Nc2cc([N+](=O)[O-])ccc2OC1)c1ccccc1Cl,0%[9.22 µM],2.4%,-4%,7%,nt,8%[7.67 µM],nt
C/C(=N\S(=O)(=O)c1ccc(C)cc1)N1CCN(S(=O)(=O)c2ccccc2)C1,27%,0.0%,?,-1%,1%,0%[46.1 µM],12%[38.3 µM]
Cc1nc2cc(Nc3nnc(-c4ccccc4)c4ccccc34)ccc2n1C,-7%,0.8%,2%,-5%,nt,-20%[46.1 µM],nt
COC(=O)C1=C(C(=O)OC)C2(OC1c1ccccc1C)C(=O)c1ccccc1C2=O (stereo unspecified),-32%,0.0%,?,0%,-1%,-11%[46.1 µM],13%
CCCCCCn1c(COc2ccccc2F)nnc1SCC(=O)c1c(N)n(C)c(=O)n(C)c1=O,-8%,0.0%,29%,-3%,1%,12%,10%
O=C(CN1C(=O)CC(c2ccccc2)S(=O)(=O)c2ccccc21)NC1CCCC1 (stereo unspecified),-8%,7.0%,nt,3%,10%,-9%,10%
COc1ccc(NCC(=O)N/N=C(\C)c2cc3ccccc3o2)cc1,-16%,-1.1%,?,?,-3%,0%,32%[activator]
N#Cc1cccc(Cn2cc(C(F)(F)F)ccc2=O)c1,-3%[9.22 µM],-1.4%,58%[activator],?,nt,0%[7.67 µM],nt
Cc1ccc(C(=O)Oc2cc(N)n(S(=O)(=O)c3ccc(C)cc3)n2)cc1,15%,-1.4%,-10%,-8%,9%,11%,-1%
O=C1c2cccnc2C(=O)N1CNc1ccc(Cl)cc1,26%,-4.8%,-9%,-10%,2%,7%,-3%
CCN1N=C(c2cc(Cl)sc2Cl)CSC1=O,-17%,0.0%,21%,5%,9%,-22%[46.1 µM],14%
CC1(C)CC(=O)c2cc(O)ccc2O1,-3%,0.0%,-5%,6%,-3%,11%,0%
COc1ccc(-n2c(C)c([N+](=O)[O-])c3ccc(O)c(CN4CCCCC4)c32)cc1,10µM*,0.0%,nt,-26%,-2%,?,-13%[38.3 µM]

# Single records, as listed above. Order of values: HttQ103 aggreg | Epigenetic derep | L3MBTL1 block | CBFb RUNX1 block | Luc counter | NPSR antag | IMPase Li cell
# Shown for COc1ccc(NCC(=O)N/N=C(\C)c2cc3ccccc3o2)cc1 : -16% | -1.1% | ? | ? | -3% | 0% | 32%[activator]
# Shown for CC(=O)NO : -2% | 1.1% | nt | 0% | -3% | nt | 4%
# Shown for C/C=C/c1ccc(Oc2nnnn2-c2ccc(C(N)=O)cc2)c(OC)c1 : 11% | -0.8% | 12% | -2% | 1% | -14%[46.1 µM] | 16%[38.3 µM]
# Shown for COCCn1c(-c2cccc([N+](=O)[O-])c2)nc2c1c(=O)[nH]c(=O)n2Cc1ccccc1 : 11% | 0.0% | -5% | -23% | -2% | 6% | 2%
# Shown for CCOc1ccc(NC(=O)c2nn(-c3ccc(OC)cc3OC)c(=O)c3ccccc23)cc1 : 5% | 9.9% | 27% | -5% | 1% | -33% | ?

# These rows are one share of the data. The share of hits here may be higher or lower than overall.
